Compound activity: PubChem BioAssay, several laboratories
KCNQ1 block: inhibitors of human KCNQ1 potassium channel. P51787. CHO-K1 KCNQ1, FluxOR thallium flux fluorescence; hits give high values. B-score at 10 µM. 310,000 tested, 1.3% active. AID 2642;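 active means compounds whose thallium flux B-score, printed positive for inhibition, exceeds three library SD while starting fluorescence stays within three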;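 further: channel opened by potassium depolarization with thallium stimulus after 20 min compound exposure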
Dyrk1A ADPGlo: inhibitors of rat Dyrk1A kinase. Q63470. ADP-Glo luminescence, NFATc1 peptide. inhibition, % at 12.5 µM. 310,000 tested, 0.43% active. AID 504441; in the data active means inhibition above about 50%;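 further: plate controls were vehicle with enzyme for no effect and no enzyme for full effect; many of its hits are not listed in these tables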
TMEM16A act: activates or potentiates the mouse TMEM16A chloride channel; 340,000 tested, 0.3% active; B-score at 10 µM; HEK293 TMEM16A/YFP-H148Q/I152L, iodide quench fluorescence; hits give low values; Q8BHY3;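 active means fluorescence-ratio B-score plate-corrected deviation score at least 3 library SD below zero, with starting fluorescence score within 5 deviations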;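 further: channel opened by trigger with iodide after compound preincubation; score built on the fluorescence ratio of max minus min over baseline; more negative score means more quench and so TMEM16A activation or potentiation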
hERG protect: compounds protecting human hERG from proarrhythmic drug block | Q12809 | AID 1511 | activation (rescue from dofetilide block), less the hit threshold, % at 10 µM | 310,000 tested, 0.51% active | CHO-hERG, FluxOR thallium flux, dofetilide IC70 present;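 active means activation above the mean of controls blocked by dofetilide plus 5 SD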;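 further: thallium influx through hERG after potassium depolarization seen as dye fluorescence rise; in these data hits start at about 4.7%; inactives centre near -7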
TRPC4 potent: allosterically enhances the mouse TRPC4 cation channel. HEK293 TRPC4beta/mu-opioid, DAMGO EC20, Fluo-4 Ca2+ flux; hits give high values. B-score at 10 µM. 310,000 tested, 0.42% active;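 active means B-score of calcium response area above 5 SD of library B-scores, with initial fluorescence ratio within 5 SD of library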;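 further: B-score of integrated fluorescence ratio over time as area under calcium response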
KCNQ1 pot: potentiates or activates the human KCNQ1 potassium channel. P51787. CHO-K1 KCNQ1, thallium flux FluxOR fluorescence; hits give high values. B-score at 10 µM. 310,000 tested, 0.35% active. AID 2648;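 active means fluorescence ratio B-score, a plate-corrected score, at least three library SD, with initial intensity B-score within 5 SD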
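Assay system: CHO-K1 cells stably expressing KCNQ1; Medium: assay buffer with matched DMSO; Also added: K+/Tl+ depolarizing stimulus; Dosing: single dose; Timing: dye 90 min, compound 20 min, room temperature; Measured by: kinetic FluxOR thallium fluorescence, 10-s 1-Hz baseline, 110-s post-stimulus read; Read-out: peak-minus-minimum fluorescence over initial fluorescence, negative-control normalized, B-scored.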
KCNK9 inh: blocks the human KCNK9 two-pore domain potassium channel; HEK293 KCNK9, FluxOR thallium flux fluorescence; hits give low values; 310,000 tested, 1.2% active; Q9NPC2; B-score at 10 µM;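 active means ratio B-score over 3 SD below the library mean, with starting fluorescence within 5 SD of its mean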;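 further: negative B-score means less thallium flux so channel inhibition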
KCNK3 block: human KCNK3 channel inhibition, primary screen | CHO-KCNK3 thallium flux, FluxOR fluorescence; hits give low values | 340,000 tested, 0.84% active | B-score at 10 µM;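 active means B-score under library mean minus 4 SD, starting fluorescence ratio at most library mean plus 5 SD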;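 further: more negative B-score means stronger inhibition of thallium flux through KCNK3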
HDAC3 inh: blocks human histone deacetylase 3. O15379. recombinant HDAC3, fluorogenic peptide/trypsin coupled, fluorescence. inhibition, % at 8.3 µM. 320,000 tested, 0.15% active; in the data active means inhibition above about 26%, passing the limit was not always enough; inconclusive means no clear call, values can overlap the other calls
TMEM16A inh: inhibitors of mouse TMEM16A calcium-activated chloride channel. normalized B-score (activity score, 25-100; higher = stronger inhibition) at 10 µM. 310,000 tested, 1.2% active. HEK293 TMEM16A/YFP iodide influx fluorescence, ionomycin;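 active means ratio plate-corrected score three or more library SD toward inhibition, starting fluorescence score within five deviations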;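 further: score derived from kinetic fluorescence span divided by baseline fluorescence per well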
TRPC4 act: opens the mouse TRPC4 cation channel; HEK293 TRPC4beta/mu-opioid, Fluo4 calcium fluorescence; hits give high values; AID 2237; 310,000 tested, 0.49% active; Q9QUQ5; B-score at 10 µM;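 active means B-score above 5 SD of library B-scores, and initial fluorescence ratio not above library mean plus 5 SD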;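 further: positive B-score marks a calcium rise read as TRPC4 activation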
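Assay system: HEK293 cells stably co-expressing mouse TRPC4beta and mu-opioid receptor / Timing: Fluo4 dye loading 45 min at room temperature, 110 s recording / Signal: Fluo4 calcium-sensitive dye fluorescence, kinetic, 1 Hz baseline / Read-out: integrated baseline-normalised fluorescence ratio, converted to per-well B score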
Active calls of the source: *; i = inactive; u = inconclusive; x = no result given; & = joins results of further samples.

Molecule	KCNQ1 block	Dyrk1A ADPGlo	TMEM16A act	hERG protect	TRPC4 potent	KCNQ1 pot	KCNK9 inh	KCNK3 block	HDAC3 inh	TMEM16A inh	TRPC4 act
CCOc1ccc(NS(=O)(=O)c2cc(C(=O)N3CC(C)OC(C)C3)ccc2C)cc1 (centres undefined)	i	6	i	-9	i	i	i	i	8	i	i
Cc1ccc(-c2cn3c(n2)SCC3)cc1	i	1	i	-8	i	i	i	i	3	i	i
CCCOc1ccc(C(=O)CCC(=O)OCC(=O)N(C)c2c(N)n(Cc3ccccc3)c(=O)[nH]c2=O)cc1	i	-8	i	-9	i	i	i	i	3	i	i
Cc1nc(NC(=O)c2cc3ccccc3o2)sc1C	i	1	i	-6	i	i	i	i	5	i	i
COc1ccc(NC(=O)CN(C)C(=O)c2ccc3c(c2)OCCO3)cc1	i	-8	i	-16	i	i	i	i	3	i	i
C=CCc1cc(Cl)ccc1OCCOCCNC(C)(C)C	i	5	i	-8	i	i	i	i	-4	i	i
Cc1ccc2cc3c(nc2c1)OCC3	i	-3	i	-5	i	i	i	i	-1	i	i
O=c1c2ccccc2cnn1Cc1n[nH]c(=S)n1-c1ccc(F)cc1	i	-1	i	-8	i	i	i	i	-5	i	i
CCC1S/C(=N/N=C/c2ccco2)NC1=O (centres undefined)	i	2	i	-3	i	i	i	i	3	i	i
O=C(Cn1c(=O)oc2cc(S(=O)(=O)N3CCc4ccccc43)ccc21)N1CCCCC1	i	7	i	-2	i	i	i	i	7	i	i
CCc1cccc(NC(=O)CCC(=O)N2CCSc3ccccc32)c1	i	-5	i	-24	i	i	i	i	7	i	i
COc1cc(C(C(=O)NC2CCCCC2)N(CCN2CCOCC2)C(=O)C2COc3ccccc3O2)cc(OC)c1OC (centres undefined)	i	-1	i	-2	i	i	i	i	1	i	i
O=C(Nc1ccc([N+](=O)[O-])cc1Cl)c1cc(Cl)ccc1O	x	2	i	x	x	x	x	i	2	100*	x
Cc1nnc(SC(C)C(=O)Nc2ccc(S(=O)(=O)N3CCCCC3)cc2)s1 (centres undefined)	i	-10	i	-9	i	i	i	i	3	i	i
O=Cc1c[nH]c2ncccc12	i	x	i	-7	i	i	i	i	2	i	i
CCC(=O)c1cn([C@@H](CCC(OC)OC)CC(=O)OC(C)(C)C)cc1CC	i	6	i	-6	i	i	i	i	0	i	i
O=c1[nH]nc(SCCS(=O)(=O)c2ccc(F)cc2)n1-c1ccccc1	i	x	i	-5	i	i	i	i	-6	i	i
CC(=O)N(c1ccccc1)c1nnc(-c2cnc(C)cn2)s1	i	-8	i	-2	i	i	i	i	-5	i	i
COC(=O)/C(=C\Nc1ccc(OC)cc1)NC(=O)c1ccc(Cl)cc1Cl	i	10	i	-4	i	i	i	i	5	i	i
O=c1[nH]c(CSc2nc3ccccc3[nH]2)nc2c1cnn2-c1ccccc1	i	10	i	-13	i	i	i	i	4	100*	i
CC1(C)Cc2c(cnn2-c2ccccc2)C(NC(=O)CCCN2CCCCC2=O)C1 (centres undefined)	i	1	i	-2	i	i	i	i	-3	i	i
CC(C)[C@H](N)C(=O)OCCOCn1cnc2c(=O)[nH]c(N)nc21	i	5&-5	i	-7	i	i	i	i	1&-8	i	i
Cc1ccnc(NC(=O)c2cccc(S(=O)(=O)NCc3ccccc3)c2)c1	i	20	i	-12	i	i	i	i	-3	i	i
Cc1cc(NC(=O)CN2CCCC2c2nc3ccccc3s2)no1 (centres undefined)	i	-2	i	-15	i	i	i	i	3	i	i
Cn1c(SCC(=O)NC2CCCCC2)nnc1-c1ccncc1	i	2	i	-6	i	i	i	i	0	i	i
O=C(Nc1nccs1)c1cc(-c2ccccn2)nc2c(Cl)cccc12	i	-6	i	-10	i	i	i	i	4	i	i
CCCCOP(=O)(c1ccc(N(C)C)cc1)C(O)c1ccc(N(C)C)cc1 (centres undefined)	i	4	i	-5	i	i	i	i	2	i	i
Cn1cccc1C(=O)Nc1nc(-c2ccccn2)cs1	i	6	i	-16	i	i	i	i	8	i	i
Nc1nc(SCC(=O)Nc2cc(S(=O)(=O)N3CCOCC3)ccc2Cl)n[nH]1	i	-6	i	1	i	i	i	i	4	i	i
CCN(CC)C(=O)c1cn(C)c(=O)c2cc(OC)c(OC)cc12	i	0	i	-11	i	i	i	i	3	i	i
N#Cc1ccc(C(=O)OCC(=O)Nc2ccc(N3CCOCC3)cc2)cc1	i	x	i	-11	i	i	i	i	7	i	i
CCOC(=O)c1c(S(=O)(=O)NCC(=O)Nc2cccc(F)c2)c(C)n(C)c1C	i	2	i	-7	i	i	i	i	4	i	i

An excerpt from above with just KCNQ1 block, KCNQ1 pot and HDAC3 inh.
molecule	KCNQ1 block	KCNQ1 pot	HDAC3 inh
Cn1cccc1C(=O)Nc1nc(-c2ccccn2)cs1	i	i	8
Nc1nc(SCC(=O)Nc2cc(S(=O)(=O)N3CCOCC3)ccc2Cl)n[nH]1	i	i	4
CCN(CC)C(=O)c1cn(C)c(=O)c2cc(OC)c(OC)cc12	i	i	3

(cont.)
Molecule	KCNQ1 block	Dyrk1A ADPGlo	TMEM16A act	hERG protect	TRPC4 potent	KCNQ1 pot	KCNK9 inh	KCNK3 block	HDAC3 inh	TMEM16A inh	TRPC4 act
Cc1onc(-c2ccccc2)c1C(=O)N1CCN(S(=O)(=O)c2ccc(Cl)cc2)CC1	i	-4	i	-7	i	i	i	i	-2	i	i
S=C1NC(c2ccccc2)=NCN1c1ccc(Br)cc1	i	x	i	3	i	i	i	i	2	i	i
CCCCN1C(=O)C(NC(=O)C2CC2)(C(F)(F)F)C2=C1CC(C)(C)CC2=O (centres undefined)	i	4	i	-1	i	i	i	i	1	i	i
COC(=O)c1ccccc1NC(=O)CSc1nnc(-c2ccoc2C)n1C	i	-4	i	-2	i	i	i	i	-1	i	i
CC(=O)C1=C(C)Nc2ncnn2C1c1ccc(Cl)cc1Cl (centres undefined)	i	-5	i	-8	i	i	i	i	5	i	i
O=C(Nc1cccc(Cl)c1)c1cccnn1	i	0	i	1	i	i	i	i	5	i	i
Cc1cc(C)c(-c2cc(NC(=O)CSc3n[nH]c(N)n3)n(-c3ccccc3)n2)cc1C	7*	-3	i	-15	i	i	i	i	1	i	i
C#CC(C)(C)NC(=S)NC1CC2C=CC1C2 (centres undefined)	i	2	i	-8	i	i	i	i	3	i	i
COc1ccccc1C(=O)NCCCN1CCCC1=O	i	-4	i	-9	i	i	i	i	0	25*	i
CCOC(=O)N1CCC2(CC1)C(C#N)=C(N)Oc1n[nH]c(CSc3ccc(C)cc3)c12	i	1	i	-14	i	i	i	i	u	i	i
O=C(NCc1csc(-c2cccs2)n1)Nc1cccc(Cl)c1	i	x	i	-1	i	i	i	i	8	i	i
CCc1noc(C)c1C(=O)NNC(=O)COc1ccc(C)c(C)c1	i	14	i	-3	i	i	i	i	-9	i	i
O=C(N/N=C/c1ccco1)c1cc(C2CC2)[nH]n1	i	13	i	-1	i	i	i	i	11	i	i
Cc1ccc(-c2nn(CCC(=O)NC(C)C)c(=O)c3ccccc23)cc1	i	-1	i	-6	i	i	i	i	-3	i	i
COC(=O)C(NC(=O)c1cccnc1Cl)C(C)C (centres undefined)	i	-4	i	-11	i	i	i	i	0	i	i
COc1cc(NC(=O)c2ccco2)ccc1NC(=O)C(C)C	i	-3	i	-5	i	i	i	i	12	i	i
O=C(O)c1ccccc1C(=O)NC1CCCc2ccccc21 (centres undefined)	i	x	i	-4	i	i	i	i	1	i	i
O=C(c1oc(=O)c2ccccc2c1-c1ccccc1)N1CCN(C2CCCCC2)CC1	i	2	i	-9	i	i	i	i	11	i	i
Nc1cc(-c2ccc(Br)cc2)nc2cc(-c3ccccc3)nn12	i	-1	i	-3	i	i	i	i	-7	i	i
C=CCn1cnc2c(c1=O)c1nc3ccccc3nc1n2/N=C/c1cccc(OC)c1OC	x	-2	i	x	x	x	x	i	5	i	x
CC1CC(C)(C)NC(=S)N1CCC(=O)NCCc1ccc(Cl)cc1 (centres undefined)	i	3	i	-11	i	i	i	i	-4	i	i
COc1ccc(-c2ccc3oc(-c4ccsc4)cc3c2)cc1	i	2	i	-5	i	i	i	i	-2	i	i
O=S(=O)(NC1CCCCC1Oc1ccccc1)c1ccc(Cl)cc1 (centres undefined)	i	0	i	-9	i	i	i	i	-3	i	i
Cc1ccccc1NC(=S)c1ccc2ccccc2n1	i	4	i	-8	i	i	i	i	1	i	i
Cc1ccc(-c2nnc(SCC#CCOC(=O)c3cccs3)o2)cc1	i	2	i	-13	i	i	i	i	-2	i	i
COc1ccc(-n2ncc(N(C)n3cccc3)c(Cl)c2=O)cc1	i	-2	i	-9	i	i	i	i	1	i	i
Cc1noc(C)c1CSCC(=O)Nc1nc2ccc(S(C)(=O)=O)cc2s1	i	x	i	-11	i	i	i	i	3	i	i
NC(=O)c1cc(Cc2ccccc2)sc1NC(=O)c1ccco1	i	6	i	-5	i	i	i	i	3	i	i
COc1ccc(CNC(=O)COC(=O)CCC(=O)c2cccs2)cc1	i	3	i	-4	i	i	i	i	-1	i	i
O=C(CCN1C(=O)COc2ccccc21)NCCN1CCc2ccccc2C1	i	x	i	1	i	i	i	i	0	i	i

An excerpt. The share of hits here may be higher or lower than overall.
